Bioassay records (PubChem)
Mtb BioA inh = BioA (M. tuberculosis) enzyme inhibition | 0.096% of 360,000 active | inhibition, % at 9.99 µM | purified M. tuberculosis BioA enzyme, plate reader; in the data active means inhibition above about 40%
The depositor's hits bear a star. An excerpt; the hit share may differ from the screen's.

SMILES	Mtb BioA inh
CCCC(=O)Nc1ccc2c(c1)OC[C@@H](C)N(Cc1cc(-c3ccccc3)on1)C[C@@H](C)[C@H](OC)CN(C)C2=O	-0.9
CCCN1C[C@@H](C)[C@H](OC)CN(C)C(=O)c2cc(NC(=O)c3ccccc3)ccc2OC[C@@H]1C	1.7
CC(C)NC(=O)Nc1cccc2c1O[C@@H](CN(C)S(=O)(=O)c1cn(C)cn1)[C@H](C)CN([C@H](C)CO)C2=O	-1.8
Cc1noc(C)c1S(=O)(=O)Nc1ccc2c(c1)C(=O)N([C@@H](C)CO)C[C@H](C)[C@H](CN(C)C(=O)Cc1ccccc1)OCCCC[C@H](C)O2	-1.3
CO[C@@H]1CN(C)C(=O)c2cc(NS(=O)(=O)c3ccc(C)cc3)ccc2OC[C@@H](C)N(C(=O)NC(C)C)C[C@H]1C	-0.2
C[C@@H]1CN([C@H](C)CO)S(=O)(=O)c2ccc(C#Cc3ccncc3)cc2O[C@@H]1CN(C)C(=O)C1CCCCC1	-3.8
C[C@H]1CN([C@@H](C)CO)S(=O)(=O)c2ccc(-c3cncnc3)cc2O[C@@H]1CN(C)C(=O)c1cccc(F)c1	4.2
C[C@@H]1CN([C@@H](C)CO)C(=O)c2cc(/C=C/c3ccccc3)cnc2O[C@H]1CN(C)Cc1cccnc1	3.3
O=C(C[C@H]1C=C[C@@H](NC(=O)CC2CC2)[C@H](CO)O1)NCc1ccc(Cl)cc1	-0.3
COC(=O)C[C@H]1C[C@@H]2c3cc(NC(=O)c4ccc5c(c4)OCO5)ccc3O[C@@H]2[C@@H](CO)O1	3.3
Cc1ccc(S(=O)(=O)N[C@@H]2CC[C@@H](CCn3cc(-c4cccc(F)c4)nn3)O[C@@H]2CO)cc1	0.9
C[C@H]1CN([C@@H](C)CO)S(=O)(=O)c2ccc(-c3cccc(C(=O)N(C)C)c3)cc2O[C@H]1CN(C)Cc1ccc2c(c1)OCO2	7.6
O=C(C[C@H]1CC[C@H](NC(=O)NC2CCCC2)[C@@H](CO)O1)NCc1ccc(F)cc1	-1.3
CCNC(=O)Nc1ccc2c(c1)C(=O)N(C)[C@H]1CC[C@H](CC(=O)NCC3CC3)O[C@@H]1CO2	-1.0
C[C@@H]1CCCCO[C@H](CN(C)C(=O)c2ccccc2)[C@H](C)CN([C@@H](C)CO)C(=O)c2cc(NS(=O)(=O)c3ccc(F)cc3)ccc2O1	0.0
C[C@@H]1CCCCO[C@@H](CN(C)C(=O)CCC(F)(F)F)[C@@H](C)CN([C@H](C)CO)C(=O)c2cc(NC(=O)Cc3ccccc3)ccc2O1	-0.3
C[C@H]1CN([C@@H](C)CO)C(=O)CCCn2cc(nn2)CO[C@H]1CN(C)S(=O)(=O)c1ccccc1F	0.4
CN(C)CCCNC(=O)C[C@H]1CC[C@H](NS(=O)(=O)c2ccc(F)cc2)[C@H](CO)O1	-3.8
C[C@H]1CN([C@@H](C)CO)C(=O)c2cc(-c3ccccc3)cnc2O[C@H]1CN(C)C(=O)Nc1ccc2c(c1)OCO2	2.6
C[C@@H]1CN([C@H](C)CO)C(=O)c2cc(/C=C/c3ccccc3)cnc2O[C@H]1CN(C)C(=O)Cc1ccccn1	1.1
O=C(C[C@H]1CC[C@H]2[C@@H](COC[C@@H](O)CN2C(=O)c2cccnc2)O1)NCc1ccc(Cl)cc1	0.8
CN(C)c1ccc2c(c1)[C@@H]1C[C@@H](CC(=O)NCc3ccc(Cl)cc3)O[C@H](CO)[C@@H]1O2	-1.9
COCCNC(=O)C[C@H]1C[C@H]2c3cc(NC(=O)CC4CC4)ccc3O[C@H]2[C@H](CO)O1	0.4
CCCC(=O)Nc1ccc2c(c1)C(=O)N(C)[C@H]1CC[C@@H](CC(=O)NCc3ccccc3)O[C@H]1CO2	16
O=C(NCCc1ccncc1)[C@@H]1[C@@H](CO)[C@@H]2Cn3c(cccc3=O)[C@H]1N2Cc1ccccc1F	-0.7
CO[C@H]1CN(C)C(=O)c2cc(NC(=O)Nc3cccc(Cl)c3)ccc2OC[C@@H](C)NC[C@H]1C	-1.0
CCCN(C)C[C@H]1Oc2cc(C#CC3CC3)ccc2S(=O)(=O)N([C@H](C)CO)C[C@H]1C	-0.9
COc1ccc(CN(C)C[C@@H]2Oc3c(NS(=O)(=O)c4c(C)noc4C)cccc3C(=O)N([C@H](C)CO)C[C@@H]2C)cc1	-2.5
COc1ccc(NC(=O)Nc2ccc3c(c2)C(=O)N([C@H](C)CO)C[C@H](C)[C@@H](CN(C)CC2CCCCC2)O3)cc1	-0.3
COC(=O)[C@@H]1[C@@H](CO)[C@@H]2Cn3c(ccc(-c4cccc(F)c4)c3=O)[C@@H]2N1CC1CCCC1	6.9
O=C(C[C@H]1CC[C@@H]2[C@H](COC[C@@H](O)CN2C(=O)Nc2cccc(Cl)c2)O1)N1CCCCC1	1.1
O=C(C[C@H]1CC[C@H]2NC[C@H](O)COC[C@@H]2O1)NCCc1ccccc1	1.0
CCCNC(=O)Nc1ccc2c(c1)OC[C@H](C)N(C(=O)C1CC1)C[C@@H](C)[C@@H](OC)CN(C)C2=O	0.6
N#Cc1cccc(-c2ccc3c(c2)[C@@H]2[C@@H](CCN2C(=O)c2ccc4c(c2)OCO4)[C@@H](CO)N3)c1	-0.3
CCC(=O)N1CCCCN2[C@H](CO)[C@@H](c3ccc(C#Cc4ccccc4F)cc3)[C@H]2C1	-2.1
CO[C@@H]1CN(C)C(=O)c2ccc(NS(=O)(=O)c3cn(C)cn3)cc2OC[C@@H](C)N(CC2CC2)C[C@@H]1C	-0.4
COCC(=O)N1C[C@@H](C)[C@@H](OC)CN(C)C(=O)c2cc(NC(=O)Nc3ccccc3)ccc2OC[C@@H]1C	-0.7
COc1ccc(S(=O)(=O)N(C)C[C@H]2Oc3ccc(NC(=O)Cn4cnnn4)cc3C(=O)N([C@H](C)CO)C[C@H]2C)cc1	-2.0
COc1ccccc1CNC(=O)C[C@@H]1C[C@H]2c3cc(NS(=O)(=O)c4ccc(F)cc4)ccc3O[C@H]2[C@@H](CO)O1	0.1
C/C=C/c1ccc2c(c1)O[C@@H](CN(C)C(=O)Nc1cccc(F)c1)[C@H](C)CN([C@H](C)CO)S2(=O)=O	22

4 of these compounds in a different format:
O=C(C[C@H]1CC[C@H]2NC[C@H](O)COC[C@@H]2O1)NCCc1ccccc1
  Mtb BioA inh: 1.0

C/C=C/c1ccc2c(c1)O[C@@H](CN(C)C(=O)Nc1cccc(F)c1)[C@H](C)CN([C@H](C)CO)S2(=O)=O
  Mtb BioA inh: 22

COc1ccccc1CNC(=O)C[C@@H]1C[C@H]2c3cc(NS(=O)(=O)c4ccc(F)cc4)ccc3O[C@H]2[C@@H](CO)O1
  Mtb BioA inh: 0.1

CO[C@@H]1CN(C)C(=O)c2ccc(NS(=O)(=O)c3cn(C)cn3)cc2OC[C@@H](C)N(CC2CC2)C[C@@H]1C
  Mtb BioA inh: -0.4

Continuation:
SMILES	Mtb BioA inh
CCNC(=O)C[C@@H]1CC[C@@H]2[C@H](COc3ccc(NC(=O)c4ccc(F)c(F)c4)cc3C(=O)N2C)O1	36
O=C(NCC[C@H]1CC[C@H](NC(=O)c2cccnc2)[C@@H](CO)O1)Nc1ccc(C(F)(F)F)cc1	-4.0
CNC(=O)C[C@@H]1CC[C@H]2[C@@H](COC[C@@H](O)CN2Cc2ccc(Cl)c(Cl)c2)O1	3.0
COc1ccc(NC(=O)N2CC[C@@H]3[C@@H](CO)N(C)c4ccc(-c5cccc(F)c5)cc4[C@@H]32)cc1	30
C[C@@H]1CN([C@H](C)CO)S(=O)(=O)c2ccc(C#CC3CCCC3)cc2O[C@@H]1CN(C)S(C)(=O)=O	2.8
COc1ccccc1S(=O)(=O)N(C)C[C@@H]1Oc2cc(C#CCC3CCCC3)ccc2S(=O)(=O)N([C@@H](C)CO)C[C@@H]1C	-3.0
C[C@@H]1CN([C@H](C)CO)C(=O)Cc2cc(NC(=O)Cc3ccccc3)ccc2O[C@H]1CN(C)C(=O)Nc1cccc2ccccc12	0.6
CO[C@@H]1CN(C)C(=O)c2cc(NC(=O)Nc3ccc(C(F)(F)F)cc3)ccc2OC[C@H](C)NC[C@@H]1C	4.1
CNC[C@H]1Oc2c(NC(=O)Nc3ccc4c(c3)OCO4)cccc2C(=O)N([C@H](C)CO)C[C@H]1C	0.0
CCCNC(=O)N1C[C@@H]2[C@H](c3ccccc31)[C@H](CO)N2C(=O)C1CCOCC1	2.0
COc1ccc(CN(C)C[C@@H]2OCCCC[C@@H](C)Oc3ccc(NS(=O)(=O)c4ccc(OC)cc4)cc3C(=O)N([C@@H](C)CO)C[C@H]2C)cc1	4.5
C/C=C/c1ccc2c(c1)O[C@@H](CN(C)C(=O)Cc1cccnc1)[C@@H](C)CN([C@H](C)CO)S2(=O)=O	24
CCCNC(=O)C[C@H]1CC[C@@H]2[C@@H](COc3ccc(NC(=O)Cc4cccs4)cc3C(=O)N2C)O1	-2.0
CC(C)NC(=O)Nc1ccc2c(c1)C(=O)N([C@H](C)CO)C[C@@H](C)[C@H](CN(C)Cc1ccc(C(=O)O)cc1)OCCCC[C@@H](C)O2	-1.4
CC(=O)N1C[C@H]2[C@@H](c3ccccc31)[C@@H](CO)N2C(=O)CC1CC1	-3.8
C[C@@H]1CCCCO[C@H](CN(C)C(=O)c2ccncc2)[C@H](C)CN([C@H](C)CO)C(=O)c2cc(NS(C)(=O)=O)ccc2O1	1.9
C[C@H]1CCCCO[C@H](CN(C)C(=O)Nc2ccc3c(c2)OCO3)[C@@H](C)CN([C@@H](C)CO)C(=O)c2cc(NC(=O)Nc3ccc(F)cc3)ccc2O1	0.1
CN(C)C(=O)[C@@H]1[C@@H](CO)[C@@H]2Cn3c(ccc(-c4ccccc4F)c3=O)[C@H]1N2C(=O)c1ccccc1	-0.7
CC(=O)N1[C@@H]2c3ccc(-c4ccccc4)c(=O)n3C[C@@H]2[C@@H](CO)[C@@H]1C(=O)N(C)C	-2.0
O=C(CC1CC1)N[C@H]1CC[C@@H](CCNS(=O)(=O)c2ccc(Cl)cc2)O[C@H]1CO	-1.6
COc1ccc(NC(=O)N(C)C[C@@H]2OCCCC[C@H](C)Oc3ccc(NC(=O)Cc4ccccc4)cc3C(=O)N([C@H](C)CO)C[C@H]2C)cc1	-2.0
COc1ccc(NC(=O)N(C)C[C@H]2Oc3ccc(N(C)C)cc3CC(=O)N([C@H](C)CO)C[C@H]2C)cc1	-2.4
CCCC(=O)Nc1ccc2c(c1)OC[C@H](C)N(S(=O)(=O)c1cn(C)cn1)C[C@@H](C)[C@H](OC)CN(C)C2=O	-2.4
C[C@H](CO)N1C[C@H](C)[C@@H](CN(C)C(=O)c2cnccn2)Oc2ncc(-c3ccccc3F)cc2C1=O	0.2
CCCC#Cc1ccc2c(c1)O[C@H](CN(C)C(=O)Nc1ccccc1F)[C@H](C)CN([C@H](C)CO)S2(=O)=O	-0.1
Cc1noc(C)c1NC(=O)Nc1cccc2c1O[C@@H](CN(C)S(C)(=O)=O)[C@@H](C)CN([C@H](C)CO)C2=O	-3.2
COc1ccc(NC(=O)Nc2ccc3c(c2)C(=O)N([C@H](C)CO)C[C@H](C)[C@H](CN(C)C(=O)c2ccccc2)OCCCC[C@@H](C)O3)cc1	-0.8
O=C(C[C@@H]1C=C[C@H](NS(=O)(=O)c2ccc(F)cc2)[C@H](CO)O1)N1CCN(c2ccccc2)CC1	0.5
C[C@@H]1CCCCO[C@H](CN(C)S(=O)(=O)c2cccs2)[C@@H](C)CN([C@H](C)CO)C(=O)c2cc(NC(=O)Nc3ccccc3)ccc2O1	0.1
COc1cccc(NC(=O)N[C@@H]2C=C[C@@H](CC(=O)Nc3ccc(-c4ccccc4)cc3)O[C@H]2CO)c1	-1.2

4 of the compounds above, as labelled records:
COc1cccc(NC(=O)N[C@@H]2C=C[C@@H](CC(=O)Nc3ccc(-c4ccccc4)cc3)O[C@H]2CO)c1
  Mtb BioA inh: -1.2
CCCC(=O)Nc1ccc2c(c1)OC[C@H](C)N(S(=O)(=O)c1cn(C)cn1)C[C@@H](C)[C@H](OC)CN(C)C2=O
  Mtb BioA inh: -2.4
Cc1noc(C)c1NC(=O)Nc1cccc2c1O[C@@H](CN(C)S(C)(=O)=O)[C@@H](C)CN([C@H](C)CO)C2=O
  Mtb BioA inh: -3.2
C[C@@H]1CCCCO[C@H](CN(C)S(=O)(=O)c2cccs2)[C@@H](C)CN([C@H](C)CO)C(=O)c2cc(NC(=O)Nc3ccccc3)ccc2O1
  Mtb BioA inh: 0.1

Carrying on:
SMILES	Mtb BioA inh
C[C@@H]1CN([C@H](C)CO)C(=O)Cc2cc(NC(=O)Cc3cn(C)c4ccccc34)ccc2O[C@H]1CN(C)C(=O)Nc1ccccc1	0.7
C[C@@H]1CN([C@@H](C)CO)S(=O)(=O)c2ccc(C#Cc3ccccc3F)cc2O[C@H]1CN(C)C(=O)Cc1cccnc1	-5.4
COc1ccc(CNC(=O)C[C@H]2CC[C@@H]3[C@@H](COc4ccc(NC(C)=O)cc4C(=O)N3C)O2)cc1	14
Cc1ccc(S(=O)(=O)N(C)C[C@@H]2Oc3ccc(NC(=O)Cc4cn(C)c5ccccc45)cc3CC(=O)N([C@H](C)CO)C[C@H]2C)cc1	1.6
COc1ccccc1S(=O)(=O)N[C@H]1C=C[C@@H](CC(=O)N2CCN(C)CC2)O[C@@H]1CO	-2.1
Cc1ccc(S(=O)(=O)Nc2ccc3c(c2)C(=O)N([C@H](C)CO)C[C@H](C)[C@H](CN(C)C(=O)Nc2ccc(C(F)(F)F)cc2)O3)cc1	-1.1
COCC(=O)N1[C@H](C(=O)N2CCOCC2)[C@@H](CO)[C@@H]2Cn3c(ccc(C4=CCCCC4)c3=O)[C@@H]21	18
C[C@@H]1CCCCO[C@@H](CN(C)C(=O)Nc2ccc(C(F)(F)F)cc2)[C@@H](C)CN([C@H](C)CO)C(=O)c2cc(N(C)C)ccc2O1	-1.8
N#C[C@@H]1N[C@@H](CO)[C@@H]1c1ccc(C#CC2CCCC2)cc1	1.5
COc1ccc(C#Cc2ccc([C@H]3[C@@H](CO)N4CCCCN(C(=O)Cc5cccnc5)C[C@H]34)cc2)cc1	-1.0
